Assay outcomes deposited in PubChem by several laboratories.
aDG glyco act – alpha-DG glycosylation activation | Pro5-aDG cells, alpha-DG glycosylation AlphaScreen (IIH6); 0% Pro5, 100% B10-LARGE cell signal | activation, % at 10 µM | 360,000 tested, 0.22% active | AID 624168;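 active = activation of at least 8% versus controls, or a plate z-score of at least 8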;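 also: Pro5 are CHO cells carrying HIG-tagged alpha-DG that lacks glycosylation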
iPSC survival up – hiPSC single-cell survival enhancement; AID 602274; survival enhancement, % at 20 µM; ATPlite luminescence; 100% = ROCK inhibitor wells, 0% = DMSO; 360,000 tested, 0.044% active; in the data active = survival enhancement above about 18%;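 also: cells exposed to compounds for 16 hours before the ATP read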
Glyco luc inh – blocks N-linked glycosylation in D54 reporter cells | 360,000 tested, 0.23% active | reporter increase, % at 12.5 µM | D54 ERlucT glycosylation luciferase reporter, 24 h; percent of 100 nM tunicamycin response | AID 588692;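 active = mean luciferase reporter signal, scaled so untreated is 0 and the glycosylation-blocking control 100, at or above a set limit in every replicate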;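 also: luciferase carries N-glycosylation sites so blocking glycosylation raises the light; 0% = median of neutral control wells and 100% = median of 100 nM tunicamycin wells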
MC4R barr agon – human MC4R agonism via beta-arrestin. P32245. U2OS MC4R beta-arrestin complementation, luminescence; percent of melanotan II response, DMSO zero. activation, % at 8.9 µM. 360,000 tested, 0.98% active. AID 540308;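 active = activation above a per-plate cutoff, the mean activation of sample wells on that plate plus 3 SD, cut at about 8% in these data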
Target sequence (P32245 whole entry, looked up): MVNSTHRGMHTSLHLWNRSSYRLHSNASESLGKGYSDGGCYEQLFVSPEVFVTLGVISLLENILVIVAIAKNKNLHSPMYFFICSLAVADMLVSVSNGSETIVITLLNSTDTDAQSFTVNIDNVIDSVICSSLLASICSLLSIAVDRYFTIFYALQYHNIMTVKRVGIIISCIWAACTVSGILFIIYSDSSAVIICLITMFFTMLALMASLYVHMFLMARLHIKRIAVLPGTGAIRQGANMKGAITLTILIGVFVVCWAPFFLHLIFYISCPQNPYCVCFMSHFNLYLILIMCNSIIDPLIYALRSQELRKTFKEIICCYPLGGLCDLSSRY
MC4R antag cAMP – human MC4R antagonism in cAMP assay; 360,000 tested, 0.48% active; MC4R-expressing cells, MTII-stimulated cAMP, LANCE TR-FRET; inhibition, % at 6.5 µM; P32245; AID 540295;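 active = inhibition above its plate's cutoff, the mean of tested wells on that plate plus 3 SD, cut at about 29% in these data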;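 also: 0% = Melanotan II alone and 100% = Melanotan II plus saturating MCL0020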
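Assay system: U2OS-MC4R stable cell line; Also added: Melanotan II; Technique: Eu-cAMP/anti-cAMP TR-FRET, emission 671 nm; Times: 30-min compound, 1-h challenge, 1-h detection, room temperature.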
Cardio protect – modulators protecting cardiomyocytes from myocardial damage; protection from H2O2 cell death, % at 20 µM; AID 588492; 360,000 tested, 0.63% active; H9c2 cardiomyocytes, H2O2 injury protection, ATPLite, 2 h;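 active = compounds giving at least 50% protection of heart cells from peroxide-induced death in the single-dose screen, raw or plate-pattern-corrected value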;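 also: 0% = DMSO wells with peroxide and 100% = DMSO wells without peroxide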
HTR2A ag – activates the mouse 5-HT2A serotonin receptor | CHO-K1 mHTR2A beta-arrestin complementation, luminescence; percent of 30 µM serotonin response | activation, % at 7.6 µM | 360,000 tested, 0.66% active | AID 624169;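 active = activation above a run cutoff, the mean activation of all tested compounds plus 3 SD, cut at about 14% in these data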;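 also: 0% = plate median of compound wells and 100% = 30 µM serotonin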
Target sequence (P35363 whole entry, looked up): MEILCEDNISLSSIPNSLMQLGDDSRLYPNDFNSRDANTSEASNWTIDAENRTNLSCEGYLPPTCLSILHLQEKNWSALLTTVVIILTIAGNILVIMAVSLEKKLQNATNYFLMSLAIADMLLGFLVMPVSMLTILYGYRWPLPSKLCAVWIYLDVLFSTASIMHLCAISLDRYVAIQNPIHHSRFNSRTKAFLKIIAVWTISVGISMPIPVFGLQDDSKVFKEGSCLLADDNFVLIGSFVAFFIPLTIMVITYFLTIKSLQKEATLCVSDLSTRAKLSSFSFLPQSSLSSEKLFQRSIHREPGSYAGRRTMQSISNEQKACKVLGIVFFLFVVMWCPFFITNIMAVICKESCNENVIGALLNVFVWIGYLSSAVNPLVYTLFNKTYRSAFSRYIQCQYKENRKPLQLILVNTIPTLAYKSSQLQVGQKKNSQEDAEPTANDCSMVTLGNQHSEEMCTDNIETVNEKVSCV
Exocytosis inh – lytic granule exocytosis inhibition; 360,000 tested, 0.66% active; inhibition, % at 10 µM; TALL-104 LAMP-1 surface exposure, flow cytometry; cells stimulated with thapsigargin and PMA; AID 651702;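 active = inhibition above about 55%, limit read from the data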
ABHD5-PLIN5 inh – blocks binding of human ABHD5 to perilipin-5. Q00G26+Q8WTS1. Split G. princeps luciferase complementation, luminescence, 4 h. inhibition, % at 4 µM. 360,000 tested, 0.78% active. AID 602281;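 active = inhibition above the mean inhibition across every tested compound plus 3 SD, cut at about 22% in these data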;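 also: 0% = DMSO only wells and the 100% control is not disclosed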
ABCB6 inh 2 – blocks the human ABCB6 transporter; 360,000 tested, 0.19% active; Q9NP58; K562-ABCB6 porphyrin accumulation, flow cytometry, 1 h; hits give low values; fluorescence ratio to DMSO, % at 10 µM; AID 602162;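 active = fluorescence ratio to DMSO below 75%, the collection mean minus 3 SD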;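 also: signal is porphyrin accumulated inside mitochondria; 100% equals median channel fluorescence of DMSO control wells; lower ratio means ABCB6 inhibition with less porphyrin fluorescence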
* hit, by the source's call.

`COCCCN=CC1=C(O)CC(c2ccccc2)CC1=O` (stereo not drawn) gave aDG glyco act -0.2, iPSC survival up -0.5, Glyco luc inh 2, MC4R barr agon -1.8, MC4R antag cAMP 5, Cardio protect 1, HTR2A ag -4, Exocytosis inh -2, ABHD5-PLIN5 inh -5 and ABCB6 inh 2 100.
CCCn1c(CCNC(=O)c2ccco2)nc2ccccc21 was read as aDG glyco act 0.4, iPSC survival up -0.2, Glyco luc inh 0, MC4R barr agon 0.5, MC4R antag cAMP 1, Cardio protect -3, HTR2A ag 7, Exocytosis inh 6, ABHD5-PLIN5 inh 1 and ABCB6 inh 2 100.
Screening CC(C)(C)c1ccc(NC(=O)COC(=O)C2=COCCO2)cc1 returned aDG glyco act -0.3, iPSC survival up -1.8, Glyco luc inh 0, MC4R barr agon -0.9, MC4R antag cAMP 3, Cardio protect 0, HTR2A ag 4, Exocytosis inh -4, ABHD5-PLIN5 inh -3 and ABCB6 inh 2 95.
For CCN(CC)S(=O)(=O)c1ccc2oc(SCC(=O)NCc3ccccc3)nc2c1 the results were aDG glyco act -0.1, iPSC survival up -1.0, Glyco luc inh -2, MC4R barr agon -1.1, MC4R antag cAMP 2, Cardio protect -4, HTR2A ag -1, Exocytosis inh -1, ABHD5-PLIN5 inh -10 and ABCB6 inh 2 98.
`Nc1cccc(Oc2ccc3c(c2)C(=O)NC3=O)c1` gave aDG glyco act -0.1, iPSC survival up -0.5, Glyco luc inh 2, MC4R barr agon -1.2, MC4R antag cAMP -1, Cardio protect -3, HTR2A ag 1, Exocytosis inh -2, ABHD5-PLIN5 inh -10 and ABCB6 inh 2 95.
`CCCCCCSc1cc(-c2nc3cc(C)ccn3c2NC2CCCCC2)ccc1OC` gave aDG glyco act 1.1, iPSC survival up -0.3, Glyco luc inh -13, MC4R barr agon -1.1, MC4R antag cAMP 4, Cardio protect -22, HTR2A ag -10, Exocytosis inh 11, ABHD5-PLIN5 inh -11 and ABCB6 inh 2 105.
`O=C(COc1ccc(S(=O)(=O)N2CCOCC2)cc1Cl)N1CCCC1` gave aDG glyco act 0.1, iPSC survival up -0.3, Glyco luc inh 2, MC4R barr agon -0.4, MC4R antag cAMP 7, Cardio protect 5, HTR2A ag 4, Exocytosis inh -4, ABHD5-PLIN5 inh 0 and ABCB6 inh 2 98.
Screening O=C(COC(=O)COc1cccc(F)c1)NCC1CCCCC1 returned aDG glyco act 0.1, iPSC survival up 5.6, Glyco luc inh 3, MC4R barr agon -0.2, MC4R antag cAMP 5, Cardio protect 2, HTR2A ag 1, Exocytosis inh 0, ABHD5-PLIN5 inh 4 and ABCB6 inh 2 99.
O=[N+]([O-])c1ccc(-c2nnc(-c3ccccc3)c(N3CCOCC3)n2)cc1 was read as aDG glyco act 0.1, iPSC survival up -1.2, Glyco luc inh -1, MC4R barr agon -1.7, MC4R antag cAMP 7, Cardio protect 10, HTR2A ag 4, Exocytosis inh -2, ABHD5-PLIN5 inh -4 and ABCB6 inh 2 98.
Screening C#CCOc1ccc(/C=N/NC(=O)c2cccnc2)cc1OCC returned aDG glyco act -0.1, iPSC survival up -2.3, Glyco luc inh 2, MC4R barr agon -3.4, MC4R antag cAMP 2, Cardio protect 4, HTR2A ag -6, Exocytosis inh -4, ABHD5-PLIN5 inh -3 and ABCB6 inh 2 95.
For CSc1nc(-c2ccccc2)nc(SC)c1C(C)=O the results were aDG glyco act 0.3, iPSC survival up 0.5, Glyco luc inh -2, MC4R barr agon 3.4, MC4R antag cAMP 10, Cardio protect -7, HTR2A ag -3, Exocytosis inh 3, ABHD5-PLIN5 inh -4 and ABCB6 inh 2 103.
Screening OC[C@@H]1CN(Cc2cccc(C(F)(F)F)c2)C[C@H](n2cnc3c(NCc4ccncc4)ncnc32)O1 returned aDG glyco act 0.2, iPSC survival up -0.9, Glyco luc inh 3, MC4R barr agon -1.0, MC4R antag cAMP 0, Cardio protect -8, HTR2A ag 0, Exocytosis inh -3, ABHD5-PLIN5 inh -3 and ABCB6 inh 2 93.
For C=CCCC(=O)N1CCC(CCC(=O)NC2CC2)CC1 the results were aDG glyco act 0.2, iPSC survival up -0.3, Glyco luc inh 0, MC4R barr agon -2.0, MC4R antag cAMP 4, Cardio protect 2, HTR2A ag -1, Exocytosis inh -8, ABHD5-PLIN5 inh -2 and ABCB6 inh 2 102.
For O=C1N/C(=N\S(=O)(=O)Cc2ccccc2)S/C1=C/c1cc([N+](=O)[O-])ccc1O the results were aDG glyco act -0.2, iPSC survival up -0.2, Glyco luc inh 1, MC4R barr agon -0.2, MC4R antag cAMP 2, Cardio protect 4, HTR2A ag -5, Exocytosis inh 6, ABHD5-PLIN5 inh 8 and ABCB6 inh 2 103.
`Cc1nn(C)cc1CNCc1ccc(OCC(O)CN(C)Cc2ccccc2)cc1` (stereo not drawn) gave aDG glyco act 1.4, iPSC survival up -3.6, Glyco luc inh -2, MC4R barr agon -0.4, MC4R antag cAMP 19, Cardio protect 2, HTR2A ag 0, Exocytosis inh -6, ABHD5-PLIN5 inh 4 and ABCB6 inh 2 105.
Screening COc1ccc2c(c1)CO[C@]21O[C@H](CCO)C[C@H](O)[C@H]1O returned aDG glyco act 0.0, iPSC survival up -2.1, Glyco luc inh 0, Cardio protect 4, HTR2A ag -1, Exocytosis inh -3, ABHD5-PLIN5 inh -1 and ABCB6 inh 2 95.
O=C(OCCn1cncn1)c1cc2ccccc2oc1=O was read as aDG glyco act -0.1, iPSC survival up -0.1, Glyco luc inh 0, MC4R barr agon -1.8, MC4R antag cAMP 4, Cardio protect -12, HTR2A ag 3, Exocytosis inh -2, ABHD5-PLIN5 inh 4 and ABCB6 inh 2 103.
`CCOc1ccccc1N(C)C(=O)c1cn(C)c(=O)c2ccccc12` gave aDG glyco act 0.7, iPSC survival up -0.2, Glyco luc inh 2, MC4R barr agon -1.2, MC4R antag cAMP 9, Cardio protect 1, HTR2A ag 0, Exocytosis inh -8, ABHD5-PLIN5 inh 9 and ABCB6 inh 2 96.
For O=C(c1cccc(Br)c1)N1CCCC1 the results were aDG glyco act -0.1, iPSC survival up 0.7, Glyco luc inh 1, MC4R barr agon 0.0, MC4R antag cAMP 3, Cardio protect -3, HTR2A ag 0, Exocytosis inh 0, ABHD5-PLIN5 inh 6 and ABCB6 inh 2 81.
Screening Cc1csc(NC(=O)CCN2C(=O)c3ccccc3S2(=O)=O)n1 returned aDG glyco act -0.1, iPSC survival up -1.9, Glyco luc inh 3, MC4R barr agon -1.2, MC4R antag cAMP 6, Cardio protect 41, HTR2A ag 6, Exocytosis inh 2, ABHD5-PLIN5 inh 2 and ABCB6 inh 2 101.

The last two records of the section before lead into the next:
For O=C(c1cccc(Br)c1)N1CCCC1 the results were aDG glyco act -0.1, iPSC survival up 0.7, Glyco luc inh 1, MC4R barr agon 0.0, MC4R antag cAMP 3, Cardio protect -3, HTR2A ag 0, Exocytosis inh 0, ABHD5-PLIN5 inh 6 and ABCB6 inh 2 81.
Screening Cc1csc(NC(=O)CCN2C(=O)c3ccccc3S2(=O)=O)n1 returned aDG glyco act -0.1, iPSC survival up -1.9, Glyco luc inh 3, MC4R barr agon -1.2, MC4R antag cAMP 6, Cardio protect 41, HTR2A ag 6, Exocytosis inh 2, ABHD5-PLIN5 inh 2 and ABCB6 inh 2 101.
Screening COc1ccccc1CNC(=O)c1cc2sccc2n1C returned aDG glyco act 0.3, iPSC survival up -1.7, Glyco luc inh -1, MC4R barr agon -1.1, MC4R antag cAMP 2, Cardio protect 0, HTR2A ag -2, Exocytosis inh -1, ABHD5-PLIN5 inh -10 and ABCB6 inh 2 103.
Screening FC(F)(F)c1cccnc1N1CCN(c2ncnc3nc[nH]c23)CC1 returned aDG glyco act -0.1, iPSC survival up 0.4, Glyco luc inh -1, MC4R barr agon -0.6, MC4R antag cAMP 2, Cardio protect -3, HTR2A ag 8, Exocytosis inh -4, ABHD5-PLIN5 inh 0 and ABCB6 inh 2 100.
CCCCCCN1C=CC(=C2C(=O)c3ccccc3C2=O)C=C1 was read as aDG glyco act 0.6, iPSC survival up -0.8, Glyco luc inh -19, MC4R barr agon -2.3, MC4R antag cAMP 7, Cardio protect -26, HTR2A ag -1, Exocytosis inh 0, ABHD5-PLIN5 inh 1 and ABCB6 inh 2 93.
Screening Cc1cc(C)c(NC(=O)CSc2ccc3nnc(CCNC(=O)c4ccccc4)n3n2)c(C)c1 returned aDG glyco act -0.3, iPSC survival up -1.6, Glyco luc inh 3, MC4R barr agon 3.7, MC4R antag cAMP 4, Cardio protect -3, HTR2A ag 3, Exocytosis inh 1, ABHD5-PLIN5 inh -6 and ABCB6 inh 2 103.
CC(NC(=O)CNC(=O)C1CCCCC1)c1cccc(Cl)c1 (stereo not drawn) was read as aDG glyco act 0.1, iPSC survival up -0.3, Glyco luc inh 1, MC4R barr agon 2.4, MC4R antag cAMP 6, Cardio protect 7, HTR2A ag -4, Exocytosis inh 44, ABHD5-PLIN5 inh -4 and ABCB6 inh 2 101.
`CCOc1ccccc1CNC(=O)CCCn1ccc2cc(S(=O)(=O)N3CCCC3)ccc21` gave aDG glyco act -0.1, iPSC survival up -0.3, Glyco luc inh -1, MC4R barr agon -3.7, MC4R antag cAMP 1, Cardio protect -6, HTR2A ag -4, Exocytosis inh 0, ABHD5-PLIN5 inh 0 and ABCB6 inh 2 92.
`CCOC(=O)N1CCN(c2c(NCCCN(CC)Cc3ccccc3)c(=O)c2=O)CC1` gave aDG glyco act -0.2, iPSC survival up 0.5, Glyco luc inh -1, MC4R barr agon 2.4, MC4R antag cAMP 2, Cardio protect 8, HTR2A ag -1, Exocytosis inh -1, ABHD5-PLIN5 inh 10 and ABCB6 inh 2 94.
`Nc1nc(N2CCCCC2)c2ncn(C3OC(CO)C(O)C3O)c2n1` (stereo not drawn) gave aDG glyco act -0.2, iPSC survival up -3.1, Glyco luc inh 1, MC4R barr agon -1.2, MC4R antag cAMP 2, Cardio protect -3, HTR2A ag -2, Exocytosis inh -4, ABHD5-PLIN5 inh 1 and ABCB6 inh 2 95.
COc1ccc(-n2nc(C(=O)NCC(=O)N3CCCCCC3)c3ccccc3c2=O)cc1 was read as aDG glyco act 0.2, iPSC survival up -0.6, Glyco luc inh 0, MC4R barr agon 0.0, MC4R antag cAMP 15, Cardio protect -7, HTR2A ag -1, Exocytosis inh -11, ABHD5-PLIN5 inh 10 and ABCB6 inh 2 96.
Screening N/C(Cc1ccc(Cl)cc1Cl)=N\OC(=O)Cc1ccccc1 returned aDG glyco act -0.1, iPSC survival up -1.8, Glyco luc inh -3, MC4R barr agon 0.0, MC4R antag cAMP 2, Cardio protect 1, HTR2A ag 8, Exocytosis inh -6, ABHD5-PLIN5 inh 1 and ABCB6 inh 2 101.
Screening Cc1cccc(NC(=O)CC2C(=O)NCCN2C(=O)Nc2ccc(Cl)cc2)c1 (stereo not drawn) returned aDG glyco act -0.4, iPSC survival up 0.4, Glyco luc inh 7, MC4R barr agon -2.1, MC4R antag cAMP 6, Cardio protect 3, HTR2A ag -5, Exocytosis inh -1, ABHD5-PLIN5 inh 10 and ABCB6 inh 2 98.
Cc1ccc(Cn2ccc(NC(=O)c3nn(C)cc3[N+](=O)[O-])n2)cc1 was read as aDG glyco act 1.2, iPSC survival up -3.9, Glyco luc inh 5, MC4R barr agon -2.9, MC4R antag cAMP 1, Cardio protect -18, HTR2A ag 1, Exocytosis inh -2, ABHD5-PLIN5 inh -4 and ABCB6 inh 2 97.
